From PubChem BioAssay
14-3-3g Raf: 14-3-3 gamma protein interaction modulation | 160,000 tested, 0.19% active | FP, 14-3-3gamma / TMR-pS259-Raf peptide binding | inhibition, % at 40 µM; in the data active = inhibition above about 30%;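 note: 0% = protein plus tracer without compound and 100% = blank with tracer alone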
Target sequence (P61981 whole entry, looked up): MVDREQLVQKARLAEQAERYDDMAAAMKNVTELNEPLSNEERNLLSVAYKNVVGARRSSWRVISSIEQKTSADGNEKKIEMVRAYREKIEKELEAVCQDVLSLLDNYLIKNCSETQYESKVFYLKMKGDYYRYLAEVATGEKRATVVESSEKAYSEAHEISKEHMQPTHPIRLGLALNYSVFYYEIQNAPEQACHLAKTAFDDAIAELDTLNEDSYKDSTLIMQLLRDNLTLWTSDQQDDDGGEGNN
* marks the source's active call; other numbers are inactive results; & = joins results of further samples.

14-3-3g Raf	mol
-5	CC(C)CN1C(=O)NC(NC(=O)c2ccc(F)cc2)(C(F)(F)F)C1=O (stereo unspecified)
-4	O=C(Nc1cccnc1)C1OCCc2ccccc21 (stereo unspecified)
-7	Cc1cc(OCC(=O)Nc2ccc(C(=O)OC3CCCCC3)cc2)cc(C)c1Cl
-4	O=[N+]([O-])c1ccc(NC2OC(CO)C(O)C2O)cc1 (stereo unspecified)
-6	CSc1nnc2c(n1)OC(c1ccc(C(=O)O)cc1)Nc1ccccc1-2 (stereo unspecified)
-26	CC(=O)c1ccc(-n2c(C)ccc2C)cc1
-7	O=C(CCn1c(=S)oc2ccccc21)Nc1ccccc1Cl
-1	COc1ccc(NC(=O)c2nn3c(C(F)(F)F)cc(-c4cccs4)nc3c2Br)cc1OC
-24	Cc1cc(C)cc(OCC(=O)Nc2sc3c(c2C#N)CCCC3)c1
-18	Cc1cc(=O)oc2cc(O)c(O)cc12
-3	FC(F)(F)c1cc(-c2cccs2)nc(N2CCCCC2)n1
-15	CCn1c2c(c3cc(C(C)(C)C)ccc31)CCCC2=O
-5	CCCCc1cc2c(=O)c(-c3ccccn3)coc2cc1O
-2&16	CCCCSc1nc2c(cnn2-c2ccc(Cl)cc2)c(=O)[nH]1
-3	O=c1cc(CSc2ccc(Cl)cc2)nc2nc[nH]n12
-2	O=C(c1oc(=O)c2ccccc2c1-c1ccccc1)N1CCN(c2ccccc2)CC1
-3	COc1ccc(N2CCN(CCn3c(=S)[nH]c4ncccc4c3=O)CC2)cc1
0	COc1ccccc1N1CCN(C(=O)c2cn(-c3ccccc3)nc2-c2cccnc2)CC1
1&-1	COc1ccccc1CNC(=O)C1CC(=O)N(C2CCCC2)C1 (stereo unspecified)
-51	Cc1nn(-c2ccccc2)c(C)c1C(=O)OC/C(O)=C(\C#N)c1nc2ccccc2[nH]1
-176	CCOC(=O)c1ccc(NC(=O)CSc2nc3c(cnn3-c3ccc(F)cc3)c(=O)[nH]2)cc1
-1	Cc1ccc(CN2C(=O)CCC2C(=O)NCCN(CC(C)C)CC(C)C)cc1 (stereo unspecified)
2	CCSc1nnc2c(n1)OC(c1cc3c(cc1Br)OCO3)N(C(=O)CC)c1ccccc1-2 (stereo unspecified)
-2	Cc1cc2ccccc2c(=O)n1CC(=O)N(C)c1ccc(F)cc1
-9	O=C(NC1CCCC1)c1ccc2c(c1)ncn2C1CCCCCC1
-4	O=C(c1cn(CCOc2ccccc2Cl)c2ccccc12)C(F)(F)F
2	CCCCCSc1nc(O)cc(=O)[nH]1
22	N#Cc1nc(-c2cccs2)oc1NCc1ccccc1Cl
4	CCCCOc1cc(C)nc(NCc2ccccc2)n1
-1	COc1cccc(-n2c(SCC(=O)NC(C)(C)C)nnc2-c2ccoc2C)c1

Molecules listed so far with a carbonyl joined to an NH by a bond outside any ring:
14-3-3g Raf	mol
-5	CC(C)CN1C(=O)NC(NC(=O)c2ccc(F)cc2)(C(F)(F)F)C1=O (stereo unspecified)
-4	O=C(Nc1cccnc1)C1OCCc2ccccc21 (stereo unspecified)
-7	Cc1cc(OCC(=O)Nc2ccc(C(=O)OC3CCCCC3)cc2)cc(C)c1Cl
-7	O=C(CCn1c(=S)oc2ccccc21)Nc1ccccc1Cl
-1	COc1ccc(NC(=O)c2nn3c(C(F)(F)F)cc(-c4cccs4)nc3c2Br)cc1OC
-24	Cc1cc(C)cc(OCC(=O)Nc2sc3c(c2C#N)CCCC3)c1
1&-1	COc1ccccc1CNC(=O)C1CC(=O)N(C2CCCC2)C1 (stereo unspecified)
-176	CCOC(=O)c1ccc(NC(=O)CSc2nc3c(cnn3-c3ccc(F)cc3)c(=O)[nH]2)cc1
-1	Cc1ccc(CN2C(=O)CCC2C(=O)NCCN(CC(C)C)CC(C)C)cc1 (stereo unspecified)
-9	O=C(NC1CCCC1)c1ccc2c(c1)ncn2C1CCCCCC1
-1	COc1cccc(-n2c(SCC(=O)NC(C)(C)C)nnc2-c2ccoc2C)c1

Filtered by structure: the entries above containing bromine (two)
14-3-3g Raf	mol
-1	COc1ccc(NC(=O)c2nn3c(C(F)(F)F)cc(-c4cccs4)nc3c2Br)cc1OC
2	CCSc1nnc2c(n1)OC(c1cc3c(cc1Br)OCO3)N(C(=O)CC)c1ccccc1-2 (stereo unspecified)

Next part.
14-3-3g Raf	mol
-2	O=C(COc1ccc(=O)n(-c2ccccc2)n1)Nc1ccccc1
-7&4	O=C(CCN1C(=O)c2ccccc2S1(=O)=O)NCc1ccco1
-8	CCOC(=O)c1cnc2ccc(OCC)cc2c1Nc1ccc(CC)cc1
-6	Cc1ccc(N(C(=O)CNC(=O)c2ccco2)C(C(=O)NCC2CCCO2)c2ccccc2)cc1 (stereo unspecified)
1	c1cc2c(cc1C1=Nn3c(nnc3C3CCCCC3)SC1)OCO2
-3	CC(C)c1ccc(NC(=O)C2CCN(C(=O)c3ccc(F)cc3)CC2)cc1
1	O=C(OCC1C(COC(=O)c2ccc(F)cc2)C1(Cl)Cl)c1ccc(F)cc1 (stereo unspecified)
-3	COc1cccc2sc(=NC(=O)c3ccc(C)c(C)c3)n(C)c12
-7	CC(C)CC(NC(=O)CC12CC3CC(CC(C3)C1)C2)C(=O)O (stereo unspecified)
4	CCOC(=O)CCc1nc2ccccc2n(Cc2ccc(Cl)cc2)c1=O
8	COc1ccc(C2Nc3ccccc3NC3=C2C(=O)CC(c2ccccc2Cl)C3)cc1O (stereo unspecified)
-3	CSc1nnc(NC(=O)c2ccc(C)c(S(=O)(=O)N3CCOCC3)c2)s1
5	Clc1cc(N2CCOCC2)nc(N2CCOCC2)n1
-3	Cc1c(C(=O)Nc2ccc(S(N)(=O)=O)cc2)oc2ccccc12
-2	COC(=O)c1c(NC(=O)C2C3C=CC(C3)C2C(=O)O)sc2c1CCC(C)C2 (stereo unspecified)
-3	Cc1[nH]c(=O)[nH]c(=O)c1S(=O)(=O)NCCc1ccc(S(N)(=O)=O)cc1
-1	COc1ccc(C(C#N)N2N=C(c3ccccc3)CC2c2ccccc2)cc1OC (stereo unspecified)
-2	COc1ccccc1-c1csc(NC(=O)c2ccc(S(=O)(=O)N(C)C)cc2)n1
-3	CCOC(=O)c1sc(NC(=O)c2cccc(Cl)c2)c(C(=O)OCC)c1C
-1	CCOc1ccc2[nH]c(=O)c(CN(Cc3cccs3)Cc3nnnn3C(C)(C)CC)cc2c1
7	CC1(C)CC(O)C(C)(C)N1O (stereo unspecified)
-7	COC(=O)c1ccc2c(c1)N(C)C(=O)CS2
-13	COc1ccc(NS(=O)(=O)c2cc(Br)cc3c2N(C(=O)C2CC2)CC3)c(OC)c1
5	O=C(c1ccc(S(=O)(=O)c2cccc(Cl)c2)c([N+](=O)[O-])c1)N1CCc2ccccc2C1
1	CCCOc1ccccc1C1C2=C(CC(C)(C)CC2=O)Nc2ccccc2N1C(C)=O (stereo unspecified)
-2	CCOC(=O)c1ccc(NC(=O)CC2C(=O)N(c3ccc(F)cc3)C(=O)N2CCCOC)cc1 (stereo unspecified)
4	COc1ccc(-c2cc(C(F)(F)F)n3nc(C(=O)N4CCN(Cc5ccccc5)CC4)cc3n2)cc1OC
-3&13	COc1ccc(CN2CC(C(=O)NCc3ccccn3)CC2=O)cc1 (stereo unspecified)
0	COc1ccccc1CNC(=O)CCS(=O)(=O)Cc1ccccc1C
-9	CCN(Cc1cc2ccc(C)cc2[nH]c1=O)C(=O)c1cccnc1
-7	Cc1ccc(-c2nn(C)c(=O)c3ccccc23)cc1CNC(=O)c1ccccc1
4	COC(=O)c1ccc(COc2ccc3oc(C)c(C(=O)OC(C)C)c3c2)cc1
-2	CCC(C)N1C(=O)CCC1C(=O)N1CCN(c2ccccc2F)CC1 (stereo unspecified)
2	O=c1oc2ccc(Cl)cc2cc1-c1nnc(Nc2ccccc2)s1
-3	CCc1cc2cc3c(cc2nc1SCC(=O)Nc1cc(C)on1)OCO3
-11	CS(=O)(=O)c1ccc2nc(NC(=O)CCCc3ccccc3)sc2c1
-12	O=C(NCc1cccnc1)c1cc(-c2ccc(Cl)cc2)on1
0	Cc1ccccc1N1C(=O)c2ccccc2C1=O
-10	CCOC(=O)c1c(NC(C)=O)sc2c(O)cccc12
-13	O=C(Cn1c(=O)n(-c2ccc(Cl)cc2)c(=O)c2c3c(sc21)CCCC3)NCC1CCCO1 (stereo unspecified)
4	O=C(c1ccc(F)cc1)N1CCN(c2ccc([N+](=O)[O-])c(N3CCCCC3)c2)CC1
-5	CCC(C)OC(=O)C1=C(C)NC(=O)NC1c1ccccc1F (stereo unspecified)
-9	COc1ccc(N2C(=O)CSC2c2ccc3c(c2)OCO3)c(OC)c1 (stereo unspecified)
8	c1ccc(Cn2nnnc2C(c2ccccc2)N2CCN(c3nc4ccccc4s3)CC2)cc1 (stereo unspecified)
-3	CCOC(=O)c1c(C)oc2c1c(C(c1ccccc1Cl)N1CCOCC1)c(O)c1ccccc12 (stereo unspecified)
-6	COc1ccc(N2CCN(Cc3cc(=O)oc4c3ccc3ccccc34)CC2)cc1
5	O=C(Nc1c[nH]c(=O)[nH]c1=O)c1ccco1
8	O=C(Oc1cccc2c(=O)[nH]ccc12)c1ccccc1
-125	COc1ccc(C(=O)Nc2ccc(-c3nc4ccccc4o3)c(O)c2)cc1OC
-7	CN(C)CC(O)COc1cccc(OCC(O)CN(C)C)c1 (stereo unspecified)

Three entries drawn at random from the list so far, as already listed:
14-3-3g Raf	mol
4	O=C(c1ccc(F)cc1)N1CCN(c2ccc([N+](=O)[O-])c(N3CCCCC3)c2)CC1
8	O=C(Oc1cccc2c(=O)[nH]ccc12)c1ccccc1
5	O=C(Nc1c[nH]c(=O)[nH]c1=O)c1ccco1

Continuation:
14-3-3g Raf	mol
-4	CCN(Cc1ccccc1)C(=O)CCSCc1cccc(F)c1
8	Cc1ccc(C(=O)Nc2ccccc2N)cc1
-133	Cc1cc(Oc2coc3cc(OC(C)C(=O)OC(C)C)ccc3c2=O)cc(C)c1Cl (stereo unspecified)
-11	O=C(Cc1ccccc1)N1CCC(c2nc3ccccc3[nH]2)CC1
-1	COC(=O)c1cc2c(s1)CN(c1cc(C)cc(C)c1)C2
0	CC1Cc2ccccc2N1C(=O)CSc1nnnn1Cc1ccccc1 (stereo unspecified)
-21	Cc1csc(NC(=O)CCc2nc3ccccc3s2)n1
-8	COc1ccc2oc(=N)c(C(=O)Nc3ccccc3)cc2c1
5	CCNC(=O)N1c2ccccc2C(C)(c2ccccc2)CC1(C)C (stereo unspecified)
-4	COc1ccc(OC)c(N2C(=O)C(Cl)=C(N3CCCCC3)C2=O)c1

Ordered by the number under 14-3-3g Raf (ascending): some entries from above
14-3-3g Raf	mol
-8	COc1ccc2oc(=N)c(C(=O)Nc3ccccc3)cc2c1
-4	COc1ccc(OC)c(N2C(=O)C(Cl)=C(N3CCCCC3)C2=O)c1
8	Cc1ccc(C(=O)Nc2ccccc2N)cc1

Continued:
14-3-3g Raf	mol
-6	Cn1c(C(=O)N2CCCCCC2)cc2c(=O)n(C)c3ccccc3c21
0	COc1cccc2cc(-c3nnc(SCC(=O)Nc4cc(C(F)(F)F)ccc4Cl)n3N)oc12
0	COC(=O)c1ccc(NC(=O)c2ccc(C(F)(F)F)cc2)cc1
-12	Cc1ccc(S(=O)(=O)N2CCN(C3CC(=O)N(Cc4ccccc4)C3=O)CC2)cc1C (stereo unspecified)
0	CC(NS(=O)(=O)c1ccc(Br)cc1)C(N)=O (stereo unspecified)
-1	COc1ccc(C2C(C(=O)N3CC(C)CC(C)C3)c3ccccc3C(=O)N2c2ccc(OC)cc2)cc1 (stereo unspecified)
-11	COC(=O)C1=C(C)Nc2ncnn2C1c1ccc(C(=O)O)cc1 (stereo unspecified)
-6	CC(=O)c1cccc(NC(=O)NCc2cccnc2)c1
-6	CC(C)C(=O)Nc1cccc(-c2nc3ccccc3s2)c1
-19	O=[N+]([O-])c1ccc2oc(-c3ccc(O)cc3)nc2c1
-2	O=c1oc2ccc(Cl)cc2cc1-c1csc(Nc2ccccc2Cl)n1
-12	Cc1c(C(c2ccc(N(C)C)cc2)c2c(C)n(C)n(-c3ccccc3)c2=O)c(=O)n(-c2ccccc2)n1C
-8	CCc1ccc(NC(=O)c2cc3cc(Br)ccc3oc2=O)cc1
-11	COc1ccc(S(=O)(=O)N2CCCc3ccccc32)cc1OC
0	COc1ccc(C2CC(=O)C3=C(C2)NC(C)=C(C(=O)OC(C)C)C3c2ccc([N+](=O)[O-])cc2)cc1OC (stereo unspecified)
-9	COc1ccccc1CCC(=O)Nc1nc2ccccc2[nH]1
0	Cn1c(COc2ccccc2)nnc1SCCC(=O)Nc1ccccc1
-6	Cc1ccc(NC(=O)COc2cccc(Cl)c2)c(Br)c1
-4	CCn1c(Cc2c(C)[nH]c3ccccc23)nnc1SCC(=O)Nc1ccc(Br)cc1
-10	COc1cc(NC(=O)c2nn(-c3ccc(C)cc3)c(=O)c3c2c2ccccc2n3C)cc(OC)c1OC
-9	CC(=O)C1=C(C)NC(C)=C(C(C)=O)C1c1ccc(-c2ccccc2Cl)o1
-10	CCCn1nnnc1NCc1ccccc1OCc1ccc(F)cc1
-77	Cc1cccc(-n2cnc3cc(C(=O)NC4CCCC4)ccc32)c1
0	COc1cccc(C(=O)NCCC2=CCCCC2)c1OC
1	Cn1c(=O)oc2cc(S(=O)(=O)Nc3ccccc3F)ccc21
2	O=C(c1ccc(S(=O)(=O)Nc2ccccc2)cc1)N1CCOCC1
-10	CCc1ccc(C2C(C(=O)OC(C)C)=C(C)NC3=C2C(=O)CCC3)cc1 (stereo unspecified)
-60	Cc1cc(=O)[nH]c(SCC(=O)Nc2nc3ccccc3s2)n1
-7	Cc1cccc(-n2nc3c(c2NC(=O)CCCl)CSC3)c1
6	COc1cccc(OC)c1C(=O)Oc1ccc2sc(=O)oc2c1
-40	CCCCC(=O)Nc1c2c(nn1-c1ccc(C)cc1)CSC2
-11	Cn1cc(CNC(=O)Nc2ccc3c(c2)OCO3)cn1
-3	OCCNc1nc(OCC(F)(F)F)nc(N2CCN(C34CC5CC(CC(C5)C3)C4)CC2)n1
-49	O=C(CNS(=O)(=O)c1cccs1)N1CC=C(c2ccccc2)CC1
-7	O=C(Cc1ccccc1)N1CCN(C(=O)c2cccs2)CC1
-2	c1ccc(NCCCNc2ccccc2)cc1
0	Cc1n[nH]c(C)c1S(=O)(=O)N1CCCC(C(=O)NC2CCCCC2)C1 (stereo unspecified)

This is a subset (hit frequency here may not be typical).
